LEDGF integ inh = blocks HIV-1 LEDGF/p75-dependent DNA integration | TR-FRET IN-LEDGF/p75 DNA integration, Eu/Cy5 | inhibition, % at 3.7 µM | 0.64% of 370,000 active | AID 743269;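 active means inhibition above the screen-wide mean plus 3 SD, cut at about 13% in these data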;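 further: signal is the Cy5 over europium emission ratio at 671 and 618 nm; 0% = plate median of compound wells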
PRMT1 FP inh = inhibitors of human PRMT1; AID 652257; recombinant PRMT1, activity-based probe fluorescence polarization; inhibition, % at 2.79 µM; 1.3% of 370,000 active; Q99873;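 active means inhibition above about 21% made by adding two undisclosed values, limit read from the data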
Target sequence (Q99873 whole entry, looked up): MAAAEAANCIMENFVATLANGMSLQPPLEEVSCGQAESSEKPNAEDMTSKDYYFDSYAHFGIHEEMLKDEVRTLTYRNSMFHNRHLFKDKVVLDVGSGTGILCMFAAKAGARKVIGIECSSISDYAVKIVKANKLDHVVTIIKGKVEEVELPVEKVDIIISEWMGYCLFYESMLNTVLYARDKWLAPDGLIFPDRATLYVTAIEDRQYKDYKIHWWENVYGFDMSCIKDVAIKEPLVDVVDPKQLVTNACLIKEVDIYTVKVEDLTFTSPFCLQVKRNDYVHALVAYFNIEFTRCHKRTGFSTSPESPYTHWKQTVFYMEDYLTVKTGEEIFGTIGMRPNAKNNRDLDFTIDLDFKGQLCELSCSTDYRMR
HTRA1 inh = inhibitors of human serine peptidase HTRA1; 0.5% of 340,000 active; recombinant HTRA1, FP-rhodamine activity-based probe, fluorescence polarization; AID 504803; inhibition, % at 5.96 µM; in the data active means inhibition above about 36%;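 further: 0% = enzyme with DMSO and 100% = wells lacking enzyme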
TCR CD3 inh = human TCR-CD3 binding inhibition | TAMRA-labeled TCR probe fluorescence, biochemical | inhibition, % at 9.4 µM | 0.37% of 360,000 active | AID 651800; in the data active means inhibition above about 19%;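 further: recombinant mutant TCR 2C K166C tagged with TAMRA read by polarization; 0% = receptor in buffer alone and 100% = receptor with positive control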
PG9 Ab binder = binds the HIV-1 gp120 antibody PG9 | 0.43% of 360,000 active | TR-FRET gp120-PG9 antibody binding | inhibition, % at 6.7 µM; in the data active means inhibition above about 8.5%
ABHD4 inh = inhibits mouse alpha/beta hydrolase domain 4; Q8VD66; purified mABHD4, FP-Rh probe fluorescence polarization; inhibition, % at 8.92 µM; 0.54% of 370,000 active; AID 720543;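 active means inhibition exceeding the mean over every tested compound plus 3 SD, cut at about 30% in these data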;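 further: 0% = plate median of compound wells and 100% = S159A mutant with DMSO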
Target sequence (Q8VD66 whole entry, looked up, the tested form may be a part): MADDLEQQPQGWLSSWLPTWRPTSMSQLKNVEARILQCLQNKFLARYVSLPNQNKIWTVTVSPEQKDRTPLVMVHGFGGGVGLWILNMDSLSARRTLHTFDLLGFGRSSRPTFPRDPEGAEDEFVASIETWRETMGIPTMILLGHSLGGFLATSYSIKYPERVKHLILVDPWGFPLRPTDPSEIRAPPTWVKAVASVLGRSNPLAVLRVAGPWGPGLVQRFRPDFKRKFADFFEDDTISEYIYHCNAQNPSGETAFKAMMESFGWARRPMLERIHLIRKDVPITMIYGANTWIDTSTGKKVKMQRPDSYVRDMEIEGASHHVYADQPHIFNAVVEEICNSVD
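Test system: mouse ABHD4 enzyme, wild type. Reagent: FP-Rh fluorescent activity-based probe, added after compound pre-incubation. Timing: pre-incubation 45 min, probe exposure 60 min, at 25 °C. Technique: FP readout, ex 525 nm / em 598 nm. Benchmarks: high control S159A mutant with DMSO, low control median of compound wells.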
UHRF1 binding = blocks human UHRF1 binding to methylated DNA; Q96T88; UHRF1 binding to methylated oligo, TR-FRET; inhibition, % at 4.4 µM; 0.75% of 370,000 active; AID 687016; in the data active means inhibition above about 21%;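 further: UHRF1 SRA domain binding a hemimethylated CpG hairpin DNA probe; 0% = median of test compound wells and 100% = reference inhibitor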
NR1D1 modulator = Rev-erb alpha (human) modulation; activity, % at 10 µM; Rev-erbα–FITC-DNA binding, fluorescence polarization, 90 min; 0.79% of 370,000 active; P20393;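 active means activity above about 14%, limit read from the data; passing the limit was not always enough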;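 further: 0% = DMSO wells with 35 nM protein and 100% = DMSO wells with 750 nM protein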
rCAG binder = molecules binding r(CAG) RNA repeats. r(CAG) RNA repeat, TO-PRO-1 dye displacement fluorescence. inhibition, % at 3 µM. 1.3% of 370,000 active. AID 651821;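 active means inhibition above the plate cutoff, the mean of all test compounds on that plate plus 3 SD, cut at about 35% in these data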;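 further: 0% = DMSO alone and 100% = 100 µM mitoxantrone as full dye displacement; higher means more dye released from RNA so lower well fluorescence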
MBD2 DNA inh = inhibitors of human MBD2 binding to methylated oligonucleotide; TR-FRET; AID 686964; Q9UBB5; inhibition, % at 4.4 µM; 0.31% of 370,000 active; in the data active means inhibition above about 13%
An asterisk follows results filed as active; · = no result given. Some of the compounds tested; the hit share may differ from the screen's.

SMILES	LEDGF integ inh	PRMT1 FP inh	HTRA1 inh	TCR CD3 inh	PG9 Ab binder	ABHD4 inh	UHRF1 binding	NR1D1 modulator	rCAG binder	MBD2 DNA inh
C/C=C/c1ccc(OCCCCNCc2ccco2)c(OC)c1	3	-2	1	0	0.1	6	2	-4	-4	-2
O=C(/C(=C(\[O-])c1ccccc1)[n+]1ccc2ccccc2c1)c1ccc(Cl)cc1	0	0	-16	-3	-2.7	-5	25*	0	8	2
CCOC(=O)c1cc[n+](CC(=O)c2ccc(F)cc2)cc1	5	1	-2	3	-4.2	-4	1	-3	4	-5
CN(CC(=O)Nc1ccc(F)cc1)C(=O)C1CCN(C(=O)Nc2ccccc2)CC1	-4	-3	4	0	0.8	2	-1	7	0	-10
Cc1cccc(C)c1NC(=S)N(Cc1cccnc1)Cc1ccccc1Cl	-9	0	-2	-4	0.5	0	1	-1	-1	-1
CC(C)NC(=O)c1onc(CSc2ccc(F)c(F)c2)c1C(=O)O	-1	4	-4	-2	0.7	0	0	-3	9	-3
Cc1cc(Cl)c(O)c(-n2nc3ccccc3n2)c1	2	0	5	1	0.8	-1	-2	-3	2	0
NC(=O)[C@H]1CC2(CC(c3cccc(NC(=O)[C@H]4CCC(=O)N4)c3)=NO2)CN1C(=O)CC(c1ccccc1)c1ccccc1 (some centres not stated)	1	0	·	9	-1.2	1	-2	-2	0	2
COc1ccc(S(=O)(=O)N2CCCCCC2)cc1C(=O)N(C)CC(=O)Nc1ccc(F)cc1	-10	5	-6	-11	-1.8	-5	6	7	-4	7
O=C(O/N=C(\c1ccccc1)c1ccccn1)c1ccc(Cl)c(Cl)c1	3	-4	-3	-1	-0.1	6	-1	-2	-2	-3
Cc1c(C(=O)N(C)CCCCN2CCOCC2)oc2c(F)cccc12	-2	-3	2	5	1.1	-1	0	-2	-5	2
CCCCN(C)CCNC(=O)c1ccc(Cn2c(=S)[nH]c3ccc(Br)cc3c2=O)cc1	2	-4	-25	-1	-0.3	-1	-5	-5	0	-3
COc1cc(NS(=O)(=O)c2ccc(NC(=S)NC(=O)/C=C/c3ccc(F)cc3)cc2)ncn1	-4	4	-8	-10	2.0	-3	-2	0	3	-7
OC(c1ccccc1)C(O)C(c1ccccc1)N1CCCCC1 (configuration not stated)	1	-2	1	-1	1.6	-10	0	-4	-1	3
COC(=O)c1ccc(NC(=S)Nc2ccccc2)cc1	-3	-3	8	2	-1.5	-6	-2	0	0	4

In the list so far, 4 have a Cl atom:
SMILES	LEDGF integ inh	PRMT1 FP inh	HTRA1 inh	TCR CD3 inh	PG9 Ab binder	ABHD4 inh	UHRF1 binding	NR1D1 modulator	rCAG binder	MBD2 DNA inh
O=C(/C(=C(\[O-])c1ccccc1)[n+]1ccc2ccccc2c1)c1ccc(Cl)cc1	0	0	-16	-3	-2.7	-5	25*	0	8	2
Cc1cccc(C)c1NC(=S)N(Cc1cccnc1)Cc1ccccc1Cl	-9	0	-2	-4	0.5	0	1	-1	-1	-1
Cc1cc(Cl)c(O)c(-n2nc3ccccc3n2)c1	2	0	5	1	0.8	-1	-2	-3	2	0
O=C(O/N=C(\c1ccccc1)c1ccccn1)c1ccc(Cl)c(Cl)c1	3	-4	-3	-1	-0.1	6	-1	-2	-2	-3

Following part
SMILES	LEDGF integ inh	PRMT1 FP inh	HTRA1 inh	TCR CD3 inh	PG9 Ab binder	ABHD4 inh	UHRF1 binding	NR1D1 modulator	rCAG binder	MBD2 DNA inh
CCCCSc1nc(SCC(=O)NCc2ccco2)c2c3c(sc2n1)COC(C)(CC)C3 (configuration not stated)	3	6	-19	11	12*	-4	2	40*	10	0
COc1ccc(/C=C/C(=O)NCC2COc3ccccc3O2)cc1OC (configuration not stated)	1	-1	-5	2	-1.7	-5	0	-7	-3	-2
O=c1nc(Nc2cccc(Cl)c2)oc2cc(Cl)oc(=O)c12	4	2	-62	3	-0.5	-17	-5	4	44*	-9
COc1cccc(N2CCN(C(=O)CN(c3cc(C)cc(C)c3)S(=O)(=O)c3c(C)noc3C)CC2)c1	2	-1	-6	4	-0.8	0	4	-3	-1	1
CCOc1cc(S(=O)(=O)N2CCC(C(N)=O)CC2)ccc1F	2	-1	3	2	1.2	-4	-2	6	0	0
CCN(CC)c1ccc(C2C(C(=O)OC(C)C)C(=O)CC(C)(O)C2C(=O)OC(C)C)cc1 (configuration not stated)	-1	4	5	-3	1.9	6	1	0	-12	3
CCOc1ccc(S(=O)(=O)/N=C(/Nc2ccc(C(C)=O)cc2)c2ccccc2)cc1	1	-3	-12	2	-1.4	-20	-1	8	3	-1
CCOC(=O)N1CCN(c2cc(N)c([N+](=O)[O-])cc2F)CC1	3	2	-6	-4	-1.6	-1	-6	9	-3	-11
CCOC(=O)C1CCN(C(=O)COC(=O)C2CCN(S(=O)(=O)c3ccc4c(c3)OCCO4)CC2)CC1	1	-1	-3	-2	2.0	-2	-2	1	-6	-6
COCc1ccc(C(=O)N2CCCC(Nc3ccc(C(C)C)cc3)C2)o1 (configuration not stated)	5	2	0	11	-1.0	1	-3	-5	-9	-3
CN(C(=O)c1nn(C)c2c1CS(=O)(=O)c1ccccc1-2)c1cccc(Cl)c1	-8	2	5	-6	-1.6	1	1	-6	-4	-4
COc1ccc(OC)c(S(=O)(=O)N2CCCC(C(=O)N3CCN(Cc4ccccc4)CC3)C2)c1 (configuration not stated)	-4	6	·	·	·	-14	4	5	1	10
NC1(C#Cc2ccc3oc(=O)c(-n4cc(-c5ccsc5)nn4)cc3c2)CCCCC1	-4	3	-38	-5	1.1	3	1	-4	16	-2
O=C(Cc1ccc(Br)cc1)N1CCN(c2ccccn2)CC1	-1	-3	0	0	-0.1	4	-2	-3	-3	6
O=C(C=Cc1ccco1)c1ccco1	73*	43*	9	1	0.0	32*	58*	-1	25	20*
CCCCC1CC(CSc2ncn[nH]2)OC1=O (configuration not stated)	1	1	2	1	2.9	79*	-2	0	-1	2
COc1ccc(CNC(=O)CSc2nnc(-c3ccc(NC(C)=O)cc3)n2C)cc1	-2	1	-1	5	-1.7	3	-1	-5	1	-6
COc1cccc(C2=CC(=O)C[C@H](c3ccc(OC)c(OC)c3)C2)c1	2	1	-8	2	-2.7	-2	1	5	2	1
CCc1ccccc1NC(=O)CCS(=O)(=O)c1ccc(OC)cc1	16*	3	1	4	-0.9	5	75*	3	-2	40*
CCNC(=O)CN(c1ccc(F)cc1)S(=O)(=O)c1ccc2c(c1)OCCO2	0	2	-1	-3	2.6	-1	-1	8	-4	3
Cc1ccccc1N(C(=O)c1snc(C(N)=O)c1N)C(C(=O)NC1CCCCC1)c1ccc(O)cc1 (configuration not stated)	-1	0	-28	6	1.9	-23	50*	8	11	-6
CCOC(=O)CC1C(=O)NCCN1C(=O)c1ccc(Cl)c(Cl)c1 (configuration not stated)	0	1	2	3	-0.3	1	1	-2	1	-2
Cn1c(NC(=O)c2ccccc2C(F)(F)F)cc(=O)n(C)c1=O	-3	-4	4	-6	-0.1	-1	1	-4	-1	0
Nc1ccc2ccc(NS(=O)(=O)N3CCCCC3)cc2c1	1	3	·	-3	0.7	11	-3	7	12	-7
O=C(CN(Cc1ccccc1)C1=NCCS1)c1ccccc1	-1	0	6	-2	0.9	-3	0	-2	-4	-4
CC(C)(C)NC(=O)COc1ccc(CNCc2ccccn2)cc1	-2	-2	-2	3	0.3	1	1	-4	-3	-4
COc1ccc(N2CCN(C(c3ccccc3)c3sc4nc(C)nn4c3O)CC2)cc1 (configuration not stated)	-5	1	-3	-2	-2.1	2	0	5	2	0
C[C@@H]1CCC(=O)N(C[C@@H](C)CC#N)CC1	1	-4	-3	2	-2.7	7	2	1	1	2
C[C@]12c3[nH]c4ccccc4c3CCN1C(=O)C(CC(=O)NCCN1CCOCC1)C[C@@H]2C(=O)N1CCOCC1 (some centres not stated)	1	5	3	-5	-1.9	11	5	-1	3	-2
COC(=O)c1sc2cc(C(F)(F)F)cnc2c1-c1ccccc1	-3	-2	-4	9	-1.1	1	-1	0	-1	-2
Clc1ccccc1N=C1SCCS1	1	-5	·	1	-1.3	-3	2	-5	0	0
O=S(=O)(Cc1ccccc1Cl)N1CCCCC1	-1	2	2	0	-2.3	8	-2	0	-3	0
O=C(NC12CC3CC(CC(C3)C1)C2)c1ccc(-c2ccc(Cl)cc2)o1	-1	-1	-47	-5	-0.2	0	-6	1	0	4
CC(=O)Nc1ccc(S(=O)(=O)N(C)c2ccc(OCC(=O)OCC(=O)Nc3ccc(OC(F)F)cc3)cc2)cc1	2	-1	-19	8	-1.4	4	-1	3	10	2
NC(=O)c1ccsc1NC(=O)c1ccc([N+](=O)[O-])o1	1	16	4	1	-4.9	50*	-2	-11	26	-10
CCc1ccccc1NC(=O)CN(C)S(=O)(=O)c1ccc(-c2ccc(=O)[nH]n2)s1	4	-2	-8	6	-0.3	-29	1	3	13	-2
CCCCN(NC(C)=O)c1nc(Cl)nc(NC(C)C)n1	2	0	1	1	-2.6	-3	1	2	-3	0
C=CCc1cc(OC)ccc1OCCON1C(=O)CCC1=O	1	2	-4	7	-2.3	6	4	-5	-5	-4
Cc1cc(C)cc(C(=O)NC2CC(C)(C)NC(C)(C)C2)c1	-6	7	2	-3	-1.2	-5	4	2	-3	7
O=C(NC1(C(F)(F)F)N=C(c2ccccc2)NC1=O)c1ccccc1 (configuration not stated)	0	-1	-5	7	-1.2	-11	-4	0	-1	3
Cc1cccc(C)c1NC(=O)C1(C)CN(S(C)(=O)=O)CC(=O)N1CCc1ccc(O)cc1 (configuration not stated)	0	4	·	-6	-1.6	0	2	-8	3	1
COc1ccc(-c2nc(N)n(C(=O)c3ccc(C)cc3)n2)cc1	1	-2	27	-11	0.1	-1	9	6	1	5
N/C(=N\OC(=O)COc1ccccc1)c1cccnc1	1	-3	2	4	-0.5	1	-2	-5	-3	2
COc1ccc(/C=C/C(=O)NCC(=O)N/N=C(/CCC(=O)O)c2ccccc2)cc1	-1	-4	-12	5	-1.6	-1	-2	-2	-2	-4
Cc1cc(NC(=O)COC(=O)c2ccccc2Cl)no1	-10	1	-1	-6	-0.8	2	0	-3	-3	4
COc1ccc(CCNC(=O)CSc2nnc(-c3ccc(F)cc3)o2)cc1OC	-2	1	-4	6	1.3	1	0	2	-6	4
COc1ccc(-c2ccccc2)cc1NCc1ccc(OC)c(OC)c1	0	-1	-3	6	0.5	1	-1	-1	1	-3
N#Cc1c(-c2ccc([N+](=O)[O-])cc2)nc2n(c1=O)CCS2	1	11	-4	-6	0.3	-3	2	-1	9	3
O=C(Nc1nc2ncccn2c1-c1ccc(C(F)(F)F)cc1)c1ccccc1	2	2	·	·	·	4	2	3	7	0
Cc1nc(-c2cccc(S(=O)(=O)N3CCCC(C)C3)c2)cs1 (configuration not stated)	-1	0	-8	7	2.1	-2	0	0	-2	1
O=C(O)CNc1ccc(S(=O)(=O)C(F)(F)F)cc1[N+](=O)[O-]	6	-1	-1	2	-1.1	-2	2	-3	12	2
CCc1ccc(/C=C/C(=O)c2cc(Br)ccc(=O)c2O)cc1	13	32*	67*	-7	-0.6	38*	4	-5	46*	-2
Cc1cc(NC(=O)c2c(Br)c(C)nn2C)no1	1	1	4	2	-2.4	4	0	-3	2	2
CCN(CC)S(=O)(=O)c1ccc(N2CCN(c3ccccc3OC)CC2)c(N)c1	6	-1	2	-4	0.8	-6	4	-5	7	-1
CC(C)c1nnc(NC(=O)C2CCN(c3nc4ccccc4s3)CC2)s1	-2	0	-1	-7	0.4	3	3	-2	-1	-3
